Bioassay records as filed in PubChem.
M5 PAM = CHRM5 positive allosteric modulation | P08912 | CHO-K1 hM5, Fluo-8 calcium, ACh EC20 PAM; 0% = ACh EC20, 100% = ACh EC100 | activation, % at 3 µM | 0.3% of 360,000 active;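 active = activation above the run cutoff, the mean activation of all test compounds plus 3 SD, cut at about 18% in these data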
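System – CHO-K1 hM5 cells · Compound – 3 µM, single dose · Incubation – compound preincubation 140 s before EC20 acetylcholine addition · Technique – Fluo-8 calcium fluorescence · Measure – Max/basal fluorescence ratio as % of EC20–EC100 ACh window · Benchmarks – low control EC20 acetylcholine (0%), high control EC100 acetylcholine (100%) · Replication – singlicate, one well per test compound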
M4 antag = blocks acetylcholine activation of human M4 receptor. P08173. CHO-hM4 cells, ACh EC80, Fluo-8 calcium fluorescence. inhibition, % at 3 µM. 0.73% of 360,000 active;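 active = inhibition above its plate's cutoff, the mean inhibition of sample wells plus 3 SD, cut at about 27% in these data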;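 note: 0% = acetylcholine EC80 with DMSO and 100% = DMSO without agonist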
Target sequence (P08173 whole entry, looked up): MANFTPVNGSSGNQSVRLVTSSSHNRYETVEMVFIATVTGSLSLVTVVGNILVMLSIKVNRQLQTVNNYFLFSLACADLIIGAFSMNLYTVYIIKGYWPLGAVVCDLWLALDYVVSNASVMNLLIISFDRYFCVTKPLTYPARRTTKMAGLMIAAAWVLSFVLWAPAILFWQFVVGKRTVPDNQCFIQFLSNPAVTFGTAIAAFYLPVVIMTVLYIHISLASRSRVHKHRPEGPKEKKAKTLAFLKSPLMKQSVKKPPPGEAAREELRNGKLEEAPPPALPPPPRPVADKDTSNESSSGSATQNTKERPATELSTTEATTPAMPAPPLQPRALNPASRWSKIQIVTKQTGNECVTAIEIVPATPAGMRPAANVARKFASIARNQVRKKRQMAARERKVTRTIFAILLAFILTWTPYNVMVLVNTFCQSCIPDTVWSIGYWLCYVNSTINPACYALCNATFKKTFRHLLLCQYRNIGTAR
CHRM4 PAM = CHRM4 positive allosteric modulation; P08173; CHO-K1 hM4/Gqi5, Fluo-8 calcium fluorescence, ACh EC20; 0% = ACh EC20, 100% = maximal ACh; activation, % at 3 µM; 0.4% of 360,000 active;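 active = activation above its plate's cutoff, the mean activation of sample wells plus 3 SD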; note: some results filed as inactive read as strong as hits
M1 antag = antagonists of human M1 muscarinic receptor | AID 588852 | CHO-K1 hM1, Fluo-8 calcium fluorescence, ACh EC80 antagonist | P11229 | 1.3% of 360,000 active | inhibition, % at 3 µM;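 active = percent inhibition above its own plate's cutoff, namely the mean of that plate's compound wells plus 3 SD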;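 note: peak over basal fluorescence ratio during 140 s after agonist addition; 0% = ACh EC80 plus DMSO and 100% = DMSO alone without agonist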
Target sequence (P11229 whole entry, looked up): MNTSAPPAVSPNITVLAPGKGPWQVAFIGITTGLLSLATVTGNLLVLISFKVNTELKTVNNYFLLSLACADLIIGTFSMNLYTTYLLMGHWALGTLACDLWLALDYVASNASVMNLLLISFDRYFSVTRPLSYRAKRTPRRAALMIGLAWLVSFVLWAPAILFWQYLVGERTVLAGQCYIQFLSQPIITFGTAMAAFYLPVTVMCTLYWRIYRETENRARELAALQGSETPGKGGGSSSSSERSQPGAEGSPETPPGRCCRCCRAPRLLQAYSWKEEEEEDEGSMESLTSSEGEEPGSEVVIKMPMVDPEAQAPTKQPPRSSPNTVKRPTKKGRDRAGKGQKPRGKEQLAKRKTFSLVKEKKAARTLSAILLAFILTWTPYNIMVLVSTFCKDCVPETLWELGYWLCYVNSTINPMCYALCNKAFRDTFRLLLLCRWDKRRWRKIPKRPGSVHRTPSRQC
CHRM5 antagonist = blocks acetylcholine activation of human M5 receptor. 0.59% of 360,000 active. inhibition, % at 3 µM. CHO-hM5 cells, Fluo-8 calcium fluorescence, ACh EC80. P08912;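 active = inhibition above a per-plate cutoff, the mean of that plate's test compounds plus 3 SD, cut at about 27% in these data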;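 note: 0% = acetylcholine EC80 with DMSO and 100% = DMSO without agonist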
CRFBP-R2 agonist = CRF-BP/CRF-R2 complex agonism. HEK293 CRF-R2/CRF-BP, calcium dye fluorescence (FLIPR); percent of saturating CRF peptide response. activation, % at 13.2 µM. 0.46% of 350,000 active. AID 588473;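 active = activation of at least 50%, plus an integration ratio under a set limit after plate pattern correction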;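 note: plate controls were neutral control wells without compound for no effect and CRF at EC100 for full effect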
M5 ag = CHRM5 agonism in calcium assay; P08912; CHO-K1 hM5 cells, Fluo-8 calcium fluorescence; 0% DMSO wells, 100% maximal acetylcholine response; activation, % at 3 µM; 0.19% of 360,000 active;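 active = activation above the run's mean over test compounds plus 3 SD, cut at about 23% in these data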;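 note: signal is peak over basal fluorescence ratio across the kinetic read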
CHRM4 agonist = CHRM4 agonism in calcium assay | CHO-K1 hM4/Gqi5, Fluo-8 calcium fluorescence; vehicle 0%, full acetylcholine response 100% | activation, % at 3 µM | 0.14% of 360,000 active;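 active = activation above the run mean over all test wells plus 3 SD, cut at about 32% in these data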;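 note: peak over basal fluorescence ratio per well then scaled between controls; 0% = DMSO wells and 100% = acetylcholine at EC100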
CHRM1 PAM = positive allosteric modulators of human M1 muscarinic receptor; P11229; AID 588819; activation, % at 3 µM; CHO-K1 hM1, Fluo-8 calcium fluorescence, ACh EC20; 0% = ACh EC20, 100% = maximal ACh; 0.088% of 360,000 active; in the data active = activation above about 19%, passing the limit was not always enough
Numbers without * were called inactive; x = not tested or not shown.

CHRM4 PAM	M5 PAM	M4 antag	CHRM5 antagonist	CHRM4 agonist	CRFBP-R2 agonist	M5 ag	CHRM1 PAM	M1 antag	compound
0	0	-5	-9	2	-0.6	0	5	1	O=C1OC(/C(=C\Nc2cc(Cl)ccc2O)[N+](=O)[O-])c2ccccc21 (stereo not given)
3	3	-6	-18	1	0.5	1	16	-12	O=C(NC(=S)Nc1ccccc1Br)C1CC1
6	10	-13	0	-1	-0.1	-3	-1	-5	CC1CCc2c(c3ccccc3n2C(=O)CCl)C1 (stereo not given)
8	1	-1	3	1	-0.4	-2	14	-14	Cc1ccc(NC(=O)c2ccc(NC3=NC4CS(=O)(=O)CC4S3)cc2)cc1 (stereo not given)
10	4	3	-1	1	-1.8	1	9	-18	CCOc1ccc(OCc2cccc(C(=O)O)c2)cc1
-13	-5	17	13	0	-1.6	-4	-13	21	OC(CN1CCOCC1)C12CC3CC(CC(C3)C1)C2 (stereo not given)
7	4	6	-5	0	-1.1	3	8	7	Cc1ccccc1NC(=O)C1CCC(C)(C(=O)O)C1(C)C (stereo not given)
5	0	-12	-2	3	2.9	-4	2	-14	CC(=O)c1cccc(NC(=O)c2cccc(S(=O)(=O)N(C)C)c2)c1
0	-7	-13	-7	-1	x	-1	x	x	CCOC(=O)[C@]12CCCC=C1N(Cc1ccc(Cl)cc1Cl)C(=O)[C@H](CC(=O)N1CCCCC1)C2
4	-4	-4	3	0	-3.2	-1	10	-4	Cc1ccc(S(=O)(=O)Nc2ccc(O)c(Sc3ncn[nH]3)c2)cc1
-11	1	30*	0	1	0.9	-3	6	-15	Cc1nc(-c2ccc(C(=O)Nc3cc(S(N)(=O)=O)ccc3C)cc2)cs1
11	-1	-1	7	1	-1.2	0	7	-19	CCCc1oc(C(=O)O)cc1CN1CCCC1
-4	3	0	5	1	0.3	-4	8	-14	Cn1ccnc1SCC(=O)c1ccc(Cl)cc1
-3	-6	2	5	0	-1.8	0	1	-5	COc1cc(/C=C2/C(=O)NN(c3ccc(C)c(Cl)c3)C2=O)cc([N+](=O)[O-])c1O
-9	-4	3	3	1	0.2	-9	-7	5	COC(=O)N(NC(=O)C(O)(CCC(C)C)CCC(C)C)c1ccccc1
16	2	5	-1	2	-0.1	3	6	0	O=C(Nc1ccccc1)c1cccc(N2CCCC2=O)c1
-4	-7	2	7	3	0.0	-1	-10	4	Cc1ccc(-c2csc(NC(=O)CSC3=NCCS3)n2)cc1
3	-6	5	9	1	-3.6	-4	4	6	Cc1ccc(O)c(NC(=O)c2cc(C)no2)c1
-8	-17	8	11	20	-0.4	3	-12	17	CN1C(=O)CSc2ccc(NC(=O)Nc3ccccn3)cc21
0	5	-9	1	2	-2.2	2	3	-1	C=C(C)Cn1c(N2CCCC2)nc2c1c(=O)n(C)c(=O)n2C
1	0	-2	22	0	-1.8	-2	5	-10	Cc1ccc(/C=N/c2sc3c(c2C#N)CCC3)o1
2	2	4	10	0	-0.3	-3	3	1	CC(Sc1nnc(-c2ccncc2)n1C)C(=O)Nc1nccs1 (stereo not given)
13	-2	-12	-4	0	0.4	-2	5	-3	CCN1CCN(C(=O)C2(NC(=O)Nc3ccccc3Cl)CCCCC2)CC1
2	7	-3	-12	-1	-0.3	7	2	-26	Cc1ccc(C)n1-c1ccc(C(=O)NN=C2CCCC2)cc1
9	11	-8	-1	1	9.6	-7	4	-8	O=C(CN1CCN(c2ccc(Cl)cc2)CC1)N1CCCC1

Of the compounds above, 5 contain four or more nitrogen atoms.
CHRM4 PAM	M5 PAM	M4 antag	CHRM5 antagonist	CHRM4 agonist	CRFBP-R2 agonist	M5 ag	CHRM1 PAM	M1 antag	compound
4	-4	-4	3	0	-3.2	-1	10	-4	Cc1ccc(S(=O)(=O)Nc2ccc(O)c(Sc3ncn[nH]3)c2)cc1
-8	-17	8	11	20	-0.4	3	-12	17	CN1C(=O)CSc2ccc(NC(=O)Nc3ccccn3)cc21
0	5	-9	1	2	-2.2	2	3	-1	C=C(C)Cn1c(N2CCCC2)nc2c1c(=O)n(C)c(=O)n2C
2	2	4	10	0	-0.3	-3	3	1	CC(Sc1nnc(-c2ccncc2)n1C)C(=O)Nc1nccs1 (stereo not given)
13	-2	-12	-4	0	0.4	-2	5	-3	CCN1CCN(C(=O)C2(NC(=O)Nc3ccccc3Cl)CCCCC2)CC1

The listing picks up with the 4 entries that preceded the break.
CHRM4 PAM	M5 PAM	M4 antag	CHRM5 antagonist	CHRM4 agonist	CRFBP-R2 agonist	M5 ag	CHRM1 PAM	M1 antag	compound
2	2	4	10	0	-0.3	-3	3	1	CC(Sc1nnc(-c2ccncc2)n1C)C(=O)Nc1nccs1 (stereo not given)
13	-2	-12	-4	0	0.4	-2	5	-3	CCN1CCN(C(=O)C2(NC(=O)Nc3ccccc3Cl)CCCCC2)CC1
2	7	-3	-12	-1	-0.3	7	2	-26	Cc1ccc(C)n1-c1ccc(C(=O)NN=C2CCCC2)cc1
9	11	-8	-1	1	9.6	-7	4	-8	O=C(CN1CCN(c2ccc(Cl)cc2)CC1)N1CCCC1
-13	0	18	6	2	0.0	-16	-9	27	OCCC1CN(Cc2ccc3c(c2)CCO3)CCN1C1CCCC1 (stereo not given)
-1	-12	7	6	3	-0.1	-4	-4	8	CC(C)OC(=O)/C(=C\C=C\c1ccccc1)NC(=O)c1ccccc1
-9	-4	-4	10	1	-1.0	-4	-1	-1	O=C(c1cccc(Cl)c1)N1CCC(c2nc3ccccc3[nH]2)CC1
3	-1	-7	-9	4	-1.6	-3	23	-20	Cc1ccc(C(=O)COC(=O)CN2C(=O)C3CC=CCC3C2=O)cc1[N+](=O)[O-] (stereo not given)
2	6	-5	5	0	2.7	-4	10	-4	COc1ccc2oc(C(=O)OCc3nnc(-c4ccccc4)o3)c(C)c2c1
1	-1	1	14	1	x	3	2	9	Cc1ccc(F)c(S(=O)(=O)NC(=O)C2(C)CCN2C(=O)CCc2ccccc2)c1 (stereo not given)
3	6	-1	-4	2	-2.4	-2	4	4	CNC(=O)COC(=O)c1ccccc1Nc1ccccc1
6	3	-8	-3	0	-0.8	0	3	-13	COc1ccccc1NC(=O)N(C)C[C@H]1Oc2ncc(Br)cc2C(=O)N([C@H](C)CO)C[C@H]1C
-2	3	11	-2	0	0.6	0	5	-8	CCCCn1c(SCC(=O)Nc2cc(C)on2)nnc1-c1cccnc1
7	7	1	0	2	-0.3	0	1	3	c1cncc(-c2cn(C[C@H]3CC[C@@H]([C@@H]4CC[C@H](Cn5cc(-c6cccnc6)nn5)O4)O3)nn2)c1
0	-4	8	10	5	0.6	-2	3	-5	COc1ccc(/C=N/NC(=O)c2cccnc2)cc1CSc1ccccn1
9	4	-4	9	2	-2.8	5	1	6	CC1(C)C[C@H]2C3=CCC4[C@@]5(C)CC[C@H](O)[C@](C)(CO)C5CC[C@@]4(C)[C@]3(C)C[C@H]3O[C@@H]1[C@H](O)[C@]32CO (stereo not given in full)
22*	-4	-8	-4	5	-0.1	2	14	-15	COc1cccc(CN(C)C(=O)COc2cccc3c2OC(C)(C)C3)c1OC
-4	6	9	10	0	-0.7	5	0	-1	Cn1nc(C(=O)O)c(=O)n(C)c1=O
8	0	-1	2	2	-0.6	-1	10	-10	Cc1c(NC(=S)NC(=O)COc2ccccc2)c(=O)n(-c2ccccc2)n1C
4	0	1	7	2	-2.9	-3	10	-9	O=C(CSc1nnc(Cc2ccccc2)o1)c1ccccc1
18	4	-1	-1	4	-1.4	2	8	-7	O=C(NCC1CCCO1)c1ccc(OC2CCN(C(=O)C3CC3)CC2)cc1 (stereo not given)
11	1	0	-1	0	1.8	3	2	1	CC(C)(C)OC(=O)N1CCC(C(=O)N2CCC[C@H]2C(=O)O)CC1
10	6	-2	-11	1	-0.2	-1	2	0	CC(=O)CC(=O)Nc1ncccn1
-21	0	8	14	5	-0.3	-1	-2	7	Cc1nc2ccc(NC(=S)NC3CCCCC3)cc2nc1C
-4	-2	-3	-14	2	1.5	-2	6	-8	CC(=O)NC(Nc1c(C)n(C)n(-c2ccccc2)c1=O)C(Cl)(Cl)Cl (stereo not given)
-6	-6	1	1	14	-1.8	1	-8	14	C=CC[C@H](CC(=O)N(CCO)Cc1ccccc1)C(=O)N[C@H](COC(=O)[C@H](CC=C)CC(=O)OC(C)(C)C)Cc1c[nH]c2ccccc12
9	8	-9	-7	0	0.3	-3	3	-3	O=C(CNC(=O)c1ccc2c(c1)S(=O)(=O)N=C1CCCCCN12)Nc1ccc(F)c(F)c1
-3	-1	5	16	1	-1.5	-2	2	6	CCOc1cc(C(=O)O)ccc1OCCOc1ccccc1
0	-4	1	3	2	-2.2	3	7	-9	COc1cccc(CNC(=O)c2cc(S(=O)(=O)N3CCCCC3)c[nH]2)c1
3	-1	-4	13	0	-3.1	1	6	-3	Cc1nc2ccc(-c3nc4ccc(N)cc4[nH]3)cc2[nH]1
2	-4	-5	-4	4	-0.7	-5	-6	0	COCCCn1c(SCC(=O)c2ccccc2)nc2ccccc2c1=O
-9	4	-3	-13	3	1.4	-2	-6	-14	Cc1cc(SCCOc2ccc(Br)cc2)nc(N)n1
4	-2	-10	6	0	-0.1	-4	7	-13	COc1ccccc1CCCNC(=O)C1CCC(=O)N(CCN2CCOCC2)C1 (stereo not given)
11	-4	-15	-2	1	x	1	8	-32	CO[C@@H]1[C@@H](OC(N)=O)[C@@H](O)[C@H](Oc2ccc3c(O)c(NC(=O)c4ccc(O)c(CC=C(C)C)c4)c(=O)oc3c2C)OC1(C)C
-3	0	-4	11	2	-1.3	-3	8	-9	COc1ccc(NC(=O)NC2(C(=O)N3CCCC3)CCCCC2)cc1
-3	3	-3	-16	1	1.6	-3	8	-8	Cc1cc(=O)n(CC(=O)NC2CC2)c2c1c(C)nn2-c1ccccc1
5	6	0	0	2	0.3	-1	1	-2	COC(=O)c1ccccc1C(=O)c1ccc2c(c1)NC(=O)CO2
-1	-3	-3	-2	4	-1.5	2	-2	4	COc1ccccc1CNC(=O)C(=O)c1cn(CC(=O)N2CCOCC2)c2ccccc12
-5	-3	6	10	0	-1.2	-3	-10	-5	CC(=O)c1ccc(OCC(O)CN2CCN(Cc3ccccc3)CC2)cc1 (stereo not given)
-15	-34	39*	74*	1	-0.9	-20	-24	79*	c1ccc(Sc2ccccc2CN2CCCC2)cc1
-11	-31	11	23	3	0.8	-1	-9	4	C[C@@]12C(=O)N(c3ccc(Cl)cc3)C(=O)N1[C@@H]1c3ccccc3OC[C@@H]1[C@H]2c1ccccc1
-8	-7	-4	7	5	2.1	-2	-1	4	CCOC(=O)C1(CC2CC2)CCN(C(=O)c2cc(OC)nc3ccccc23)CC1
-10	-3	6	-1	2	-2.1	-2	-1	3	CC(=O)c1cccc(NC(=O)C(C)OC(=O)/C=C/c2cccs2)c1 (stereo not given)
1	4	-4	-3	1	2.4	-3	8	-24	CCCS(=O)(=O)N1CCN(C(=O)CCC2CCCC2)CC1
-3	0	-3	-3	1	0.2	2	1	0	Cn1c(COc2nnc(-c3ccc(Cl)cc3)c3ccccc23)nc2ccccc21
